IMP-1 inhibitor: blocks Pseudomonas aeruginosa IMP-1 metallo-beta-lactamase; AID 1556; inhibition, % at 5.6 µM; hit rate 0.45% among 290,000; purified IMP-1, nitrocefin hydrolysis, epi-absorbance fluorescence;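 active = inhibition above the mean plus 3 SD of all compounds in the same screening run, cut at about 4.5% in these data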;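 note: 0% = IMP-1 with DMSO and 100% = DMSO wells lacking enzyme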
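System: Purified recombinant IMP-1 metallo-beta-lactamase enzyme | Measured by: Fluorescence quenching readout, ex 480/em 530 nm | Replication: Singlicate | Incubation: 15 min preincubation plus 25 min reaction at 25 °C | Evaluation: Percent inhibition from optical density relative to buffer-blank wells | Benchmarks: DMSO with and without IMP-1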
NALP1 yeast inh: blocks the NALP1 inflammasome reconstituted in yeast; S. cerevisiae NALP1/ASC/caspase-1 growth, X-gal OD620, 72 h; inhibition, % at 10 µM; hit rate 0.61% among 280,000; AID 2071; in the data active = inhibition mostly above about 24%, no sharp cut-off; inactive = mostly below about 32%; note: some compounds called inactive have numbers as strong as hits
MEKK2mut PB1 HTS: signal of MEK5 binding to mutant human MEKK2 PB1 domain. bead flow cytometry, Alexa488-MEK5 binding to MEKK2 mutant. percent response, % at 10 µM. hit rate 0.35% among 290,000; in the data active = percent response above about 24%, passing the limit was not always enough; note: inactives centre near 1; some results filed as inactive read as strong as hits
MEKK2 WT-MEK5: raises or lowers MEK5 binding to wildtype human MEKK2 PB1 domain | Q9Y2U5 | bead flow cytometry, Alexa488-MEK5 binding to MEKK2 WT; actives lie on both sides | binding response (% of control), % at 10 µM | hit rate 1.1% among 290,000 | AID 1531; in the data active = binding response below about 67% or above about 130%
M18AAP inhibitor: blocks P. falciparum M18 aspartyl aminopeptidase; recombinant PfM18AAP, H-Glu-NHMec fluorogenic cleavage; inhibition, % at 7.35 µM; hit rate 1.2% among 290,000;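 active = inhibition above the campaign mean inhibition over all tested compounds plus 3 SD, cut at about 28% in these data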;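 note: 0% = plate median of test compound wells and 100% = 2 mM ZnCl2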
FID counter: fluorescent intercalator displacement, NS3 helicase counter-screen; AID 1845; DNA fluorescent intercalator displacement, fluorescence; inhibition, % at 7.9 µM; hit rate 0.17% among 290,000; in the data active = inhibition above about 37%;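 note: 0% = vehicle and 100% = reference compound; higher means more ethidium bromide displaced from hairpin DNA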
SUMO HTRF inh: inhibitors of human SUMOylation (UBC9); P63279; HTRF SUMOylation assay, SAE1/SAE2 + UBC9, in vitro; inhibition, % at 35 µM; hit rate 0.36% among 290,000; in the data active = inhibition above about 50%, passing the limit was not always enough; note: strong numbers were not always called active
Target sequence (P63279 whole entry, looked up): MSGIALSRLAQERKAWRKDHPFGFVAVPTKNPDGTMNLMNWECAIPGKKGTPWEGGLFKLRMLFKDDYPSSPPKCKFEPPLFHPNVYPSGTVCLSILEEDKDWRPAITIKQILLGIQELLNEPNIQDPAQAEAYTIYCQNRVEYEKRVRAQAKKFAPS
NS3 helicase inh: blocks Hepatitis C virus NS3 helicase unwinding; NS3 helicase DNA unwinding, Cy5 molecular beacon fluorescence; AID 1800; inhibition, % at 10.9 µM; hit rate 0.56% among 290,000;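 active = inhibition above the mean of all tested compounds plus 3 SD, set per campaign, cut at about 35% in these data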;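 note: 0% = DMSO wells and 100% = thioflavine S control wells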
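Control set: DMSO versus 110 µM thioflavine S; Material: NS3 helicase fragment of HCV; Measured by: Cy5 fluorescence at 0 and 60 min, beacon hairpin quenching; Read-out basis: percent inhibition from t60/t0 fluorescence ratio; Times: reaction time 60 min, 25 °C; Repeats: single replicate; Compound dosing: single dose, 10.9 µM nominal final, DMSO 0.8% final.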
VIM-2 inhibitor: blocks Pseudomonas aeruginosa VIM-2 metallo-beta-lactamase; hit rate 0.89% among 290,000; AID 1527; inhibition, % at 5.6 µM; purified VIM-2, nitrocefin hydrolysis, epi-absorbance fluorescence;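 active = inhibition above the mean of all tested compounds plus 3 SD, cutoff set per screening run, cut at about 7.5% in these data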;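 note: red hydrolysis product quenches plate fluorescence so inhibitors raise well fluorescence; 0% = enzyme with DMSO and 100% = DMSO without enzyme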
Starred values were filed as active, the others as inactive; x = not tested or not shown.

SMILES	IMP-1 inhibitor	NALP1 yeast inh	MEKK2mut PB1 HTS	MEKK2 WT-MEK5	M18AAP inhibitor	FID counter	SUMO HTRF inh	NS3 helicase inh	VIM-2 inhibitor
COc1cc(-c2nc(CN3CCN(C(=O)c4ccco4)CC3)c(C)o2)ccc1F	-2.7	17	5	104	3	-42	-1	1	-1.4
COc1cc(C(c2c(C)n(C)n(-c3ccccc3)c2=O)c2c(C)n(C)n(-c3ccccc3)c2=O)cc(Br)c1O	1.1	21	0	104	2	-26	-2	8	-0.2
Cc1ccc(Cn2nnnc2CN2CCC(O)(c3cccnc3)CC2)cc1	-0.3	4	0	101	-3	-11	8	0	-1.7
COc1ccc(CCNC(=O)CSc2nnnn2-c2ccccc2)cc1	-1.1	-7	-3	98	5	-21	10	-7	-1.4
O=C(N/N=C/c1cccc(Br)c1)c1ccc(Br)cc1	-1.7	9	-1	98	1	6	11	-5	-2.0
CCc1nnc(NC(=O)CSCc2cc(=O)n3nc(C)sc3n2)s1	-2.7	26	1	105	-6	-4	3	-5	-3.2
Cc1ccccc1OCC(=O)N/N=C/c1cn(Cc2ccccc2)c2ccccc12	-1.4	0	-4	91	2	-2	-3	-3	-4.6
COc1ccc(OCC(=O)Nc2ccc3c(c2)nc(CCn2ccccc2=O)n3C)cc1	-1.8	14	7	101	25	-55	-7	45*	-4.0
Cc1ccc(NC(=O)c2ccc(S(=O)(=O)N3CCCCC3)cc2)cc1	-2.3	10	6	107	-1	-11	7	1	-4.0
O=C(CCN1C(=O)/C(=C/c2ccccc2Cl)SC1=S)N1CCCC1	2.9	2	-9	96	-38	-26	1	11	4.9
CCOC(=O)c1cc(-c2ccc(OC)cc2)nc2c1c(C)nn2CCC(N)=S	-0.2	-6	-1	85	1	-27	3	-9	-1.5
Cc1ccc(C(=O)OCC(=O)N2CCC(Cc3ccccc3)CC2)cc1N	-2.2	10	-3	103	-2	-2	16	-2	-3.5
Cc1cc(NC(=O)c2ccc(Cl)cc2)n(CCOC(=O)c2ccc(Cl)cc2)n1	-2.1	34	6	101	-2	-16	12	-10	-0.9
COc1ccc(CCNc2nc(-c3sc(C)nc3C)cs2)cc1OC	0.3	21	-8	88	7	-21	-2	-6	-0.7
CC1CCCC(C)N1C(=O)CSc1nc2ccccc2c(=O)[nH]1 (stereo not drawn)	4.3	8	-9	88	-9	-20	13	-10	0.8
COC(=O)c1cccc(NC(=O)/C=C/c2cccc([N+](=O)[O-])c2)c1	-0.5	-4	-1	94	8	2	-2	-5	-1.0
CCN(CCn1cccn1)C(=O)c1cc(COc2ccccc2SC)on1	-1.4	-1	-2	102	-3	-40	-4	-4	-1.3
O=C(CN1C(=O)COc2ccccc21)Nc1ccc(F)cc1	-4.6	-17	-2	99	24	-5	-14	5	-0.4
O=C(COC(=O)CNC(=O)c1cccc([N+](=O)[O-])c1)Nc1cccc(S(=O)(=O)N2CCCC2)c1	-0.5	18	2	103	-11	-3	1	-2	-1.7
CCN(CC)S(=O)(=O)c1cccc(-c2nnc(SCC(=O)NCCC3=CCCCC3)n2N)c1	-3.6	8	4	101	4	-33	-10	-7	-1.2
CC(=O)n1nc(-c2ccco2)nc1SCc1ccccc1	-2.4	8	5	115	9	-4	-6	5	-4.5
CCOC(=O)CSc1nnc(C)c(=O)[nH]1	-3.8	3	12	109	4	5	-4	2	-3.0
CCOc1ccc2nc(SCC(=O)NC3CCCCC3)[nH]c2c1	-0.7	9	2	101	5	-16	3	0	-1.8
CCO/C=C1\C(=O)N(CC)c2ccccc21	0.8	10	2	96	-10	-4	1	0	-2.2
Cc1cc(C)cc(C(=O)NC(CC(N)=O)c2ccc(NC3CCCCCCC3)c([N+](=O)[O-])c2)c1 (stereo not drawn)	-0.4	14	-7	92	-7	-14	-27	-11	0.3
O=C(CSc1nnnn1C1CCCCC1)NCCc1ccccc1	-2.3	-17	5	106	5	-20	2	0	-5.0
CCc1ccccc1OCC(=O)Nc1ccc2c(c1)OCCO2	-2.4	19	0	102	7	-26	-25	5	-0.7
O=S(=O)(N/N=C/c1ccc(F)cc1)c1ccccc1	-1.4	-1	7	98	-2	0	30	-6	-1.8
Cn1c2c(c(=O)[nH]c1=O)C(NC(=O)c1ccco1)(C(F)(F)F)C(=O)N2 (stereo not drawn)	-3.5	8	1	101	0	1	31	-6	-2.5
CCOC(=O)N1CCN(C2CCCN(C(=O)c3cccc(N(C)C)c3)C2)CC1 (stereo not drawn)	-0.5	11	-6	95	-8	-23	4	-4	0.1
Cc1cc(C)c(S(=O)(=O)NC2CC2)c(C)c1	-1.8	7	3	107	-6	-4	8	11	-2.5
CC1CN(C(=O)CCC(=O)N2CCN(c3ccccn3)CC2)c2ccccc2O1 (stereo not drawn)	-2.4	16	-3	98	-1	-27	6	1	-2.1
COc1ccc(NC(=O)CSc2nc3ccccc3c(=O)n2CCCN2CCOCC2)c(OC)c1	-3.6	16	4	110	-3	-2	-1	-6	-3.1
COc1ccccc1-n1c(SCC(=O)Nc2ccc(Br)cc2)nc(O)cc1=O	-1.8	x	-7	95	-3	-21	-1	23	-1.2
Cc1cccn2c(CN[C@@H]3CCCC[C@H]3c3ccccc3)c(C(=O)N3CCOCC3)nc12	-1.3	5	-5	94	2	6	7	-7	-0.6
N#CC(C#N)=C1C(=O)N(CCN2CCCCC2)c2ccccc21	-1.3	x	2	111	0	0	-7	-25	-1.2

3 entries out of the list, sorted by SMILES length, largest number first.
SMILES	IMP-1 inhibitor	NALP1 yeast inh	MEKK2mut PB1 HTS	MEKK2 WT-MEK5	M18AAP inhibitor	FID counter	SUMO HTRF inh	NS3 helicase inh	VIM-2 inhibitor
Cn1c2c(c(=O)[nH]c1=O)C(NC(=O)c1ccco1)(C(F)(F)F)C(=O)N2 (stereo not drawn)	-3.5	8	1	101	0	1	31	-6	-2.5
CC1CN(C(=O)CCC(=O)N2CCN(c3ccccn3)CC2)c2ccccc2O1 (stereo not drawn)	-2.4	16	-3	98	-1	-27	6	1	-2.1
Cc1cc(C)c(S(=O)(=O)NC2CC2)c(C)c1	-1.8	7	3	107	-6	-4	8	11	-2.5

Next records follow.
SMILES	IMP-1 inhibitor	NALP1 yeast inh	MEKK2mut PB1 HTS	MEKK2 WT-MEK5	M18AAP inhibitor	FID counter	SUMO HTRF inh	NS3 helicase inh	VIM-2 inhibitor
O=C(CN1C(=O)S/C(=C\C=C\c2ccccc2)C1=O)Nc1cccc(O)c1	1.3	20	-1	102	8	14	-10	-1	1.5
O=C(OCC1OC(n2cc(Br)c(=O)[nH]c2=O)C(Br)C1O)c1ccccc1 (stereo not drawn)	-3.4	8	5	104	5	-4	-3	6	-3.9
CCN1/C(=C/c2ccc3cc(C)ccc3[n+]2CC)Sc2cc(C)c(C)cc21	-2.7	15	13	37*	1	-8	-7	-43	-6.3
CCOC(=O)CSC1=NC(=O)/C(=C/c2ccc(Br)cc2)S1	-3.6	3	-2	101	6	-3	18	25	2.0
Cc1cc(OCC(=O)NCCCN2CCCC2=O)c2c(C)c(C)c(=O)oc2c1	-1.4	16	3	102	0	-27	30	2	4.9
N#Cc1c(N2C(=O)Nc3ccccc3N2O)sc2c1CCCCCC2	0.5	23	-1	100	35*	-22	2	42*	5.3
Cc1cccc(C(=O)N2CCCCCC2)c1[N+](=O)[O-]	0.2	-3	-13	80	-7	-1	-3	3	-1.0
O=C(O)c1ccccc1C(=O)NNc1cccc(Cl)n1	0.8	2	-5	100	45*	4	2	-14	0.4
CCOC(=O)C1CCN(C(=O)CSc2c3c(nc4ccccc24)CCC3)CC1	1.2	-8	-19	71	2	-37	5	-8	3.5
COc1ccc(S(=O)(=O)N(C)c2ccc(C(=O)N3CCCC3)cc2)cc1	-3.0	0	-1	93	4	-30	11	2	-1.4
CCC(Oc1ccccc1)C(=O)Nc1cc(C)on1 (stereo not drawn)	-0.7	23	1	98	-14	0	-5	-9	-0.9
COc1ccc(Cc2nnc(SCC(=O)Nc3ccccc3C#N)o2)cc1	-2.8	-1	6	104	7	-18	1	28	-2.1
CN(C)S(=O)(=O)c1ccc(NC(=O)CSc2n[nH]c(=O)n2C2CC2)cc1	-2.9	-8	-10	91	5	-8	12	1	-4.0
O=C(Nc1ccccc1)c1ccc2nc(-c3ccco3)c(-c3ccco3)nc2c1	-1.2	19	-5	71	16	-1	x	46*	-2.7
CC(C)NCc1cccc([N+](=O)[O-])c1	-0.1	20	2	100	1	7	-2	4	-1.6
O=C(OCC(O)CN1CCCCC1)C12CC3CC(CC(C3)C1)C2 (stereo not drawn)	-0.5	-23	8	109	2	6	-6	-7	-0.5
CCOC(=O)CSc1nc2ccccc2c(=O)n1-c1ccc(C(=O)NCCOC)cc1	-1.5	8	0	99	-1	-7	-8	-6	-2.2
COc1ccc(-c2nc(CS(=O)CC(=O)NCc3ccccn3)c(C)o2)cc1 (stereo not drawn)	-2.1	-4	x	x	-5	-14	12	1	-1.7
COc1ccc(C2C(C(C)=O)=C(O)C(=O)N2c2ccc(F)cc2)cc1 (stereo not drawn)	-2.4	1	3	108	6	-5	5	9	-0.7
O=C(OCC(=O)c1ccc(Cl)cc1Cl)c1cnccn1	-0.1	8	-5	95	6	3	-2	-9	-1.1
CCOC(=O)C1CCCN(c2c(NCCCN(CC)c3cccc(C)c3)c(=O)c2=O)C1 (stereo not drawn)	-3.2	-7	14	109	7	-17	-25	-3	-3.1
CCOc1ccc(CCNS(=O)(=O)c2c(C)nc3scc(C)n3c2=O)cc1OCC	0.9	25	-5	90	-6	-25	9	1	0.2
Cc1ccc(-c2nn(CCC#N)cc2C=C(C#N)C#N)cc1	-0.5	34	7	109	-1	-2	0	2	-6.0
CN1C(=O)C(C(=O)Nc2ccccc2F)c2ccccc21 (stereo not drawn)	-1.5	31	-3	97	1	-2	15	2	-4.2
CCOc1cc(/C=N/n2cnnc2)c(Br)cc1O	-1.4	-1	-3	98	13	-3	15	5	4.3
Cc1nc2ccc(NC(=O)N3CCCCC3)cc2s1	-0.2	29	-5	96	1	0	-2	-1	-1.8
Cc1ccc(/C=C/C(=O)N2CCN(c3ncccn3)CC2)o1	-1.9	27	-1	100	-70	-20	-5	6	-5.2
COc1ccccc1N1CCN(c2cc(=O)n(-c3ccc(Cl)cc3)c(=O)[nH]2)CC1	-3.2	x	5	110	-5	0	4	7	-0.8
Cc1c(CCC(=O)N2CCC(C(=O)O)CC2)c(=O)oc2cc3oc4c(c3cc12)CCCC4	-4.1	-11	6	104	2	-38	30	12	1.0
O=C(COc1ccc2c(c1)OCO2)NC12CC3CC(CC(C3)C1)C2	3.5	-2	1	100	-7	-26	2	-18	-2.9
COC(=O)NCCOC(=O)N(O)c1ccc(Br)cc1	-4.2	20	7	114	-1	-2	-6	1	-2.5
O=C(c1ccc(COc2ccc(F)cc2)o1)n1cc(Br)cn1	-2.4	17	3	102	-16	-2	-5	11	0.5
O=C(COC(=O)c1ccccc1C(=O)c1ccccc1)NCc1ccc(F)cc1	-2.2	-4	-3	97	-5	-31	-1	-4	-1.5
Cc1ccc(S(=O)(=O)NN2C(=O)/C(=C/c3ccccn3)SC2=S)cc1	-2.7	27	-1	104	22	-7	4	11	-5.3
